From PubChem BioAssay
Vif-APOBEC3G blk = Vif-A3G binding inhibition. Q9HC16. HeLa A3G-eYFP + Vif (tagged APOBEC3G with the HIV-1 protein that degrades it), YFP fluorescence, overnight. Potency, µM (top dose mostly 46.1 µM), inactives show at the top dose activity, negative = active, most hits filed as inhibitors. 0.076% of 410,000 active;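 further: potency means the concentration at half of the fitted maximal effect; on the % scale 0 is the no-effect control and ±100 the full control effect; nearly all actives have a fitted effect of over 60% in size; hits raise eYFP signal because A3G escapes Vif-driven loss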
Target sequence (Q9HC16 whole entry, looked up): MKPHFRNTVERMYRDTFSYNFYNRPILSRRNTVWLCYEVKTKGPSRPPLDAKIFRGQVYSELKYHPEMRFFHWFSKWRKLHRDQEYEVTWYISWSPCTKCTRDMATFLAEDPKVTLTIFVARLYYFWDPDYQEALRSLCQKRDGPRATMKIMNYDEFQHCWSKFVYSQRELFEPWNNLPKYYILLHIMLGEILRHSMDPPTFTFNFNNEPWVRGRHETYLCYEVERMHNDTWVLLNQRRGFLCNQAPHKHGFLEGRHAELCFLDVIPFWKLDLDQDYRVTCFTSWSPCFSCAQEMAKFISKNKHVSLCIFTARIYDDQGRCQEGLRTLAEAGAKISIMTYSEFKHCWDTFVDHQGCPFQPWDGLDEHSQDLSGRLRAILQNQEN
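Read-out is eYFP fluorescence (Ex 488/Em 500-530) from Vif-expressing HeLa A3G-eYFP cells; more signal means A3G escaped Vif-mediated degradation. Cells plated overnight, compound pinned in, incubated overnight at 37 deg C.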
TrxR1 substrate = substrates of rat thioredoxin reductase 1. 0.01% of 390,000 active. purified TrxR1 substrate turnover, NADPH consumption readout. AID 588456. O89049. Potency, µM (doses to about 114 µM), inactives show at the top dose activity change, negative = substrate turnover; further: potency means the concentration at half of the fitted maximal effect; on the % scale 0 is the no-effect control and ±100 the full control effect; nearly all actives have a fitted effect of over 50% in size
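Rat TrxR1, dispensed at 90 nM, was prereduced with 400 uM NADPH (final) for 5 min at ~22 deg C, then incubated with compound 15 min before 400 uM selenite. A first-read NADPH fluorescence drop versus no-compound background flagged substrates.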
TrxR1 inh = rat TrxR1 inhibition; O89049; recombinant rTrxR1, NADPH fluorescence consumption, selenite substrate; Potency, µM (titrated, usually from 114 µM), inactives show at the highest dose activity change, negative = inhibition, usual class: inhibitors; 1% of 390,000 active; AID 588453; further: potency means the concentration at half of the fitted maximal effect; on the % scale 0 is the no-effect control and ±100 the full control effect; nearly all actives have a fitted effect of over 65% in size
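Rat TrxR1 (90 nM in the dispensed reagent) was pre-reduced with 400 uM NADPH for 5 min at room temperature, then incubated with compound for 15 min. After 400 uM selenite was added, NADPH fluorescence (Ex 340/Em 450 nm) was followed for 8 min.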
USP1 inh = blocks the human USP1/UAF1 deubiquitinase complex; O94782; recombinant USP1/UAF1, Ub-Rhodamine cleavage fluorescence; Potency, µM (series often up to 57.1 µM), without a hit: at the top dose activity change, negative = inhibition, actives largely listed as inhibitors; 0.23% of 390,000 active; AID 743255; further: potency means the concentration at half of the fitted maximal effect; on the % scale 0 is the no-effect control and ±100 the full control effect; nearly all actives have a fitted effect of over 60% in size; inactives centre near -12
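High-throughput fluorogenic screen: 1nM USP1/UAF1 complex, Ub-Rho substrate 150nM final, 50mM HEPES pH 7.8 with 0.5mM EDTA, 0.1 mg/ml BSA, 1mM TCEP and 0.01% Tween-20.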
Vif-APOBEC3F blk = inhibitors of Vif-A3F interaction | HeLa A3F-eYFP + Vif (tagged APOBEC3F with the HIV-1 protein that degrades it), YFP fluorescence increase | Potency, µM (doses to about 46.1 µM), without a hit: top-dose activity, negative = active | 0.2% of 390,000 active; further: potency means the concentration at half of the fitted maximal effect; % of control where 0% means no effect; nearly all actives have a fitted effect of over 65% in size
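Fluorescence increase (Ex 488/Em 500-530) after overnight compound treatment at 37 deg C flags inhibition of Vif-driven A3F-eYFP loss in stable HeLa A3F-eYFP/Vif cells seeded overnight beforehand.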
RGS4 inh = inhibitors of human regulator of G protein signaling 4 | P49798 | Transcreener GDP fluorescence polarization, RGS4-accelerated GTP hydrolysis | Potency, µM (top dose mostly 114 µM), for inactives: at the highest dose activity change, negative = inhibition, most hits filed as inhibitors | 0.039% of 390,000 active | AID 504845; further: potency means the concentration at half of the fitted maximal effect; on the % scale 0 is the no-effect control and ±100 the full control effect; nearly all actives have a fitted effect of over 75% in size; some results filed as inactive show a strong effect at the top dose
Target sequence (P49798 whole entry, looked up): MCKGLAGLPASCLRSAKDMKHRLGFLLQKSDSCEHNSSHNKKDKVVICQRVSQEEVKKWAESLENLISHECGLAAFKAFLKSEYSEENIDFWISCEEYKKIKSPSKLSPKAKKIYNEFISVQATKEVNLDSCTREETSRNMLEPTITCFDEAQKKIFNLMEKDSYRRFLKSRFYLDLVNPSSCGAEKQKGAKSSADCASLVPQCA
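MLSMR compounds (23 nl, pin-transferred) preincubated 10 min at room temperature with a 500nM (2x) first reagent, then RGS4 at 900nM (2x) plus Transcreener GDP mix added; fluorescence polarization (620/688 nm) read before and after 90 min at 30 °C.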
LDHA inh = inhibitors of human lactate dehydrogenase A. purified LDHA, NADH/diaphorase-resazurin fluorescence; active compounds read low. P00338. 0.15% of 480,000 active. activity change, % (values are at about 110 or 230 µM). AID 1347041; in the data active means activity change below about -30%; inconclusive means mostly about -25% to -30%;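 further: plate controls were DMSO wells for no effect and wells without enzyme for full effect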
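Enzyme activity of human lactate dehydrogenase 5 (2 nM; 0.06 mM NADH, 0.2 mM pyruvate, 5 min, RT) is measured via a resazurin/diaphorase fluorescence readout of residual NADH.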
IDH1 R132H inh = blocks human mutant IDH1 R132H enzyme | O75874 | IDH1-R132H enzyme, NADPH consumption, diaphorase/resazurin fluorescence | Potency, µM (titrated, usually from 76.6 µM), for the others: top-dose activity change, negative = inhibition, hits mostly inhibitors | 0.093% of 390,000 active; further: potency means the concentration at half of the fitted maximal effect; on the % scale 0 is the no-effect control and ±100 the full control effect; nearly all actives have a fitted effect of over 65% in size
Target sequence (O75874 whole entry R132H, stated change not applied): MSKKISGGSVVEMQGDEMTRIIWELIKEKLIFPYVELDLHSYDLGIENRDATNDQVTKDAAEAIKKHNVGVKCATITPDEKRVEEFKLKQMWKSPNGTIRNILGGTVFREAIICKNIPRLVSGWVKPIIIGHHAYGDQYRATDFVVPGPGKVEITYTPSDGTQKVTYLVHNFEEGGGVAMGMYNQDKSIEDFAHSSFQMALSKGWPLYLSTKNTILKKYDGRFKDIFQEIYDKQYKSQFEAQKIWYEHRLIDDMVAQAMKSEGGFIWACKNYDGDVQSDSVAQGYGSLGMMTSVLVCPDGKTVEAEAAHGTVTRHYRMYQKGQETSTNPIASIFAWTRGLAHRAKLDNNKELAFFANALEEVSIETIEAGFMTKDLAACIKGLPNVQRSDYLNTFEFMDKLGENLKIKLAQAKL
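IDH1-R132H (0.5 ug/mL) preincubated 30 min with compound, then NADPH (0.016 mM) and alpha-KG (2 mM) added; 80 min at RT, pH 7.5. Remaining NADPH coupled via diaphorase/resazurin to fluorescence (540/590 nm); concentration-response curves normalized to no-enzyme control.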
GRP78 ERSR act = inducers of ER stress response in human glioma cells; U87-MG GRP78 promoter luciferase reporter, 16 h; Potency, µM, for inactives: top-dose activation, most hits filed as activators; 0.02% of 420,000 active; AID 602332; further: potency means the concentration at half of the fitted maximal effect; series mostly up to about 76 µM; % of control where 0% means no effect; nearly all actives have a fitted effect of over 35% in size
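Stably transfected U87-MG glioma cells carrying a GRP78-based luciferase sensor; 16 h compound incubation. Luminescence end-point read 10 min after Bright-Glo addition at room temperature.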
* = called active by the depositor; ? = inconclusive; · = not tested or not shown; [ ] = dose if it differs, or a comment. Unless noted, the call rests on the fitted dose curve; in most records, active means well fitted curve in the direction sought with a large enough effect; inconclusive means small, poorly fitted or top-dose-only effect, or another doubt; inactive means no such curve, though single readings can be large; an effect the other way counts as inactive or inconclusive.

SMILES	Vif-APOBEC3G blk	TrxR1 substrate	TrxR1 inh	USP1 inh	Vif-APOBEC3F blk	RGS4 inh	LDHA inh	IDH1 R132H inh	GRP78 ERSR act
Cc1ccc(C)c(NC(=S)NNC(=O)c2csc(C)c2C)c1	-1%	-3%	-15%	-24%	-3%	-41%	-15	-4%	2%
Cc1cccc(OCC(=O)NCc2nnc3ccc(C(F)(F)F)cn23)c1C	-11%	6%	2%	-22%	2%	-14%	1	15%	-1%
COc1ccc(N2C[C@H](C)[C@@H](CC(=O)Nc3ccc(Br)cc3)C2=O)cc1	2%	·	·	-8%	-9%	·	-5	2%	-3%
COc1ccc(CNC(=O)c2nccnc2CO)cc1	0%	7%	19%	-25%	-10%	17%	-3	6%	-8%
COc1ccc(C(CC(=O)NCc2ccccc2)Sc2n[nH]c(-c3ccccc3)n2)cc1 (stereo not given)	3%	-4%	8%	-16%	0%	10%	1	10%	-2%
Cc1ccc(OCc2cc(C(=O)N3CCCC3)no2)cn1	5%	0%	16%	0%	2%	57%[activator]	-1	-14%	-2%
COc1ccc(-n2c(O)c(C=Nc3ccccc3)c3ccccc3c2=O)cc1OC	8%	3%	8%	-20%	-26%	-4%	-6	-7%	-2%
CC(=O)Nc1cccc(NC(=O)c2cc3c(=O)n4cccc(C)c4nc3n2C)c1	4%	7%	11%	4%	11%	21%	-5	-15%	-3%
S=C(NCc1ccccc1)Nc1ccc(Cl)cc1	0%	-1%[57.1 µM]	-4%[57.1 µM]	-11%	-18%	10%	-3	0%	1%
COc1ccc(-n2nc(C(=O)Nc3cccc(Cl)c3)c3c4ccccc4n(C)c3c2=O)cc1Cl	-2%	1%	25%	?	0%	-2%	-7	-10%	-3%
COc1cc2ncnc(NCc3ccccc3F)c2cc1OC	0%	-5%	-15%	-4%	3%	-4%	-7	3%	-6%
Cc1ccccc1OCc1nc2ccc(S(=O)(=O)N3CCOCC3)cc2[nH]1	-7%	5%[57.1 µM]	-8%[57.1 µM]	-10%	8%	?	-3	4%	-2%
O=C1CC(c2ccsc2)c2cc3c(cc2N1)OCCO3 (stereo not given)	-20%	7%	21%	-10%	-2%	-2%	0	14%	-2%
CC(=O)Nc1ccccc1-c1nc2ccccc2n(Cc2cccc(Br)c2)c1=O	·	-5%	8%	-13%	·	-5%	-6	·	·
NNC(=O)C(Cc1c[nH]c2ccccc12)NC(=O)c1ccccc1 (stereo not given)	-1%	11%	34%[57.1 µM]	-6%	7%	-10%	-5	11%	-5%
CCCCCCCN1C(Nc2ccccc2)=NC[C@@H]1Cc1ccccc1	7%	1%	11%	-22%	-9%	4%	0	19%	-6%
CN(C(=O)Nc1ccc(Cl)cc1)c1c2c(nn1C)CCCC2	-3%	-7%	-11%	-17%	-1%	17%	1	2%	-4%
C=CC[C@H](CC(=O)N[C@H](CO)Cc1ccccc1)C(=O)N[C@@H](COC(=O)[C@@H](CC=C)CC(=O)OC(C)(C)C)Cc1c[nH]c2ccccc12	-18%	2%	18%	-22%	6%	-14%	2	4%	3%
COC(=O)C1C(=O)C2=C(CC1C)NC(=O)CC2c1ccc(O)c(OC)c1 (stereo not given)	-1%	-7%	-14%[57.1 µM]	5%	6%	-5%	7	3%	-4%
O=C(OCCOc1ccccc1)c1cc(S(=O)(=O)N2CCOCC2)c(Cl)cc1Cl	1%	·	·	-12%	-3%	·	1	-3%	-4%
COc1ccc(C2CC(C(F)(F)F)n3nc(C(=O)Nc4ccc5c(c4)OCO5)cc3N2)cc1 (stereo not given)	0%	-5%	-3%[57.1 µM]	3%	2%	8%[11.4 µM]	-2	-8%	-3%
CCOc1c(Br)cc(/C=N\NC(=O)c2ccccc2)cc1OC	-4%	4%[57.1 µM]	20%[57.1 µM]	-16%	-6%	-20%	-6	-2%	2%
O=C(NCCc1ccc(Cl)cc1)c1ccc(CNc2c(N3CCOCC3)c(=O)c2=O)cc1	-1%	-3%	13%	-16%	1%	3%	-6	3%	1%
Cc1cc(C)cc(NC(=O)Cc2c(C(=O)O)c(C)cn2C)c1	2%	0%[57.1 µM]	9%[57.1 µM]	?	2%	-3%	-1	-20%	-1%

One compound at a time, as listed above.
O=C(NCCc1ccc(Cl)cc1)c1ccc(CNc2c(N3CCOCC3)c(=O)c2=O)cc1 reads Vif-APOBEC3G blk: -1%; TrxR1 substrate: -3%; TrxR1 inh: 13%; USP1 inh: -16%; Vif-APOBEC3F blk: 1%; RGS4 inh: 3%; LDHA inh: -6; IDH1 R132H inh: 3%; GRP78 ERSR act: 1%
Cc1cc(C)cc(NC(=O)Cc2c(C(=O)O)c(C)cn2C)c1 reads Vif-APOBEC3G blk: 2%; TrxR1 substrate: 0%[57.1 µM]; TrxR1 inh: 9%[57.1 µM]; USP1 inh: ?; Vif-APOBEC3F blk: 2%; RGS4 inh: -3%; LDHA inh: -1; IDH1 R132H inh: -20%; GRP78 ERSR act: -1%

Going on with the list.
SMILES	Vif-APOBEC3G blk	TrxR1 substrate	TrxR1 inh	USP1 inh	Vif-APOBEC3F blk	RGS4 inh	LDHA inh	IDH1 R132H inh	GRP78 ERSR act
O=C(CSc1ncn[nH]1)Nc1nc2c(F)c(F)c(F)cc2s1	-6%	·	·	-10%	-2%	·	3	-3%	-3%
Cc1cccc2cc(COC(=O)c3ccccn3)c(=O)[nH]c12	0%	-5%	-4%	-10%	-5%	-2%	-3	-1%	1%
CCn1c(=O)c2sccc2n(Cc2cc(C(=O)OC)ccc2OC)c1=O	-2%	0%	24%	-12%	2%	19%	-5	-4%	3%
CC(=O)N1CCc2cc(CNC(=O)Nc3ccc(Br)c(C)c3)ccc21	2%	0%[57.1 µM]	24%[57.1 µM]	-7%	1%	-22%	0	-7%	0%
COc1ccccc1/C=C1\C=Cc2ccccc21	-16%	-13%	22µM*	·	·	·	10	·	8%
CC(C)(C)NC(=O)CCN(/N=C/c1ccc([N+](=O)[O-])o1)C1=NS(=O)(=O)c2ccccc21	?	-13%	?	-8%	7%	-20%	-6	3%	-6%
Cc1cccc(C)c1NC(=O)Cn1cc(C(=O)C2CC2)c2ccccc21	-1%	-6%	-5%	1%	-1%	-13%	-13	-7%	-5%
Cn1c(=O)n(CCCc2ccccc2)c(=O)c2c1nc1n2CCN1c1ccccc1	5%	14%[11.4 µM]	10%	-23%	-1%	15%	-6	-4%	-3%
CCOC1=NN(c2ncc(C(F)(F)F)cc2Cl)C(=O)/C1=C/N(C)C	0%	7%[57.1 µM]	33%[57.1 µM]	-12%	-6%	16%	1	4%	0%
CC(C)c1ccc(OCc2cc(=O)n3c4c(sc3n2)CCCC4)cc1	5%	-1%	10%	-14%	2%	-2%	-4	5%	-4%
CCCCN(C)C(=O)c1oc2ccc(S(=O)(=O)N3CCCCCC3)cc2c1C	0%	-7%	16%	-15%	-5%	-43%	6	8%	-2%
OCC[C@@H]1C[C@@H](O)[C@H](O)[C@@]2(Cc3ccccc3O2)O1	0%	6%	13%	-8%	0%	-6%	-1	2%	-4%
CC(=NN1CC(=O)NC1=O)c1ccc([N+](=O)[O-])o1	1%	6%[57.1 µM]	-43%[57.1 µM]	-6%	4%	-4%	0	8%	-3%
CCc1ccc(NS(=O)(=O)c2ccc3c(c2)CCN3C(=O)CCC(=O)O)cc1	2%	-6%	5%	-6%	22%	1%	0	-5%	-11%
CC1CCc2sc3c(c2C1)c1ncnn1c(=O)n3CC(=O)c1ccc(Br)cc1 (stereo not given)	-2%	7%[57.1 µM]	10%[57.1 µM]	-3%	-9%	4%	-9	0%	-6%
O=C(CSc1n[nH]c(=O)[nH]c1=O)NC1CC1	2%	5%	16%	-6%	1%	6%[56.9 µM]	-9	3%	6%
CCN(CC)S(=O)(=O)c1cc(NC(=O)CNc2c(C)n(C)n(-c3ccccc3)c2=O)ccc1C	4%	0%[57.1 µM]	4%[57.1 µM]	-15%	21%	3%	5	0%	-1%
COc1ccc(C2C3=C(CC(C)(C)CC3=O)Oc3ncn(Cc4ccco4)c(=N)c32)cc1 (stereo not given)	-1%	-12%	?	3%	-5%	6%	1	-1%	-3%

Looked up above:
For GRP78 ERSR act, COc1ccc(C2C3=C(CC(C)(C)CC3=O)Oc3ncn(Cc4ccco4)c(=N)c32)cc1 (stereo not given) reads -3%
For GRP78 ERSR act, CCN(CC)S(=O)(=O)c1cc(NC(=O)CNc2c(C)n(C)n(-c3ccccc3)c2=O)ccc1C reads -1%
For Vif-APOBEC3G blk, CC(=NN1CC(=O)NC1=O)c1ccc([N+](=O)[O-])o1 reads 1%
For TrxR1 substrate, CCc1ccc(NS(=O)(=O)c2ccc3c(c2)CCN3C(=O)CCC(=O)O)cc1 reads -6%
For Vif-APOBEC3G blk, O=C(CSc1n[nH]c(=O)[nH]c1=O)NC1CC1 reads 2%

A portion of the library (hit frequency here may not be typical).
